GalR3 antagonist: GalR3 antagonists in HEK293 cells, primary screen, cell-based, fluorescence readout. HEK293 GalR3-CNG cAMP membrane potential fluorescence; galR3 body fused to GalR1 C-terminus. Galanin receptor type 3 (Homo sapiens), O60755. hit rate 0.44% among 360,000. inhibition, % at 3 µM;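 active = inhibition above the screen-wide average plus 3 SD, cut at about 13% in these data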;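 also: forskolin and galanin both at EC90 stimulate the cells; cAMP rise reported by CNG channel membrane potential dye signal; 0% = forskolin plus galanin with DMSO and 100% = forskolin alone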
Target sequence (O60755 1-299 limits assumed): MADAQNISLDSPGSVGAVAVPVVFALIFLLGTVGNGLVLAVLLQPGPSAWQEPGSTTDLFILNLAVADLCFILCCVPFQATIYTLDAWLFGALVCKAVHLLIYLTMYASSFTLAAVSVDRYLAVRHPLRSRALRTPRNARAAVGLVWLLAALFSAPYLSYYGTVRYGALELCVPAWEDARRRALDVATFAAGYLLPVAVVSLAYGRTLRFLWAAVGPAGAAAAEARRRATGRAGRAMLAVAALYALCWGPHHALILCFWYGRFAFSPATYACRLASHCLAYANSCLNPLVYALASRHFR
* marks the source's active call; other numbers are inactive results. Only part of the results is shown (hit frequency here may not be typical).

Preview, three compounds:
For CCOC(=O)C1C(C(=O)OCC)C2C(=O)C3C(C(=O)OCC)C(C(=O)OCC)C3C(=O)C12 (centres undefined) the results were GalR3 antagonist -5.
Cc1ccc(C)c(NC(=O)CN(C)C(C)C(=O)N2CC(C)CC(C)C2)c1 (centres undefined) was read as GalR3 antagonist 2.
CC(Sc1nnc(Cc2cccs2)n1C1CC1)C(=O)NC1CCS(=O)(=O)C1 (centres undefined) was read as GalR3 antagonist -4.

The list itself, from the start:
For CCOC(=O)C1C(C(=O)OCC)C2C(=O)C3C(C(=O)OCC)C(C(=O)OCC)C3C(=O)C12 (centres undefined) the results were GalR3 antagonist -5.
Cc1ccc(C)c(NC(=O)CN(C)C(C)C(=O)N2CC(C)CC(C)C2)c1 (centres undefined) was read as GalR3 antagonist 2.
CC(Sc1nnc(Cc2cccs2)n1C1CC1)C(=O)NC1CCS(=O)(=O)C1 (centres undefined) was read as GalR3 antagonist -4.
For Cc1[nH]nc2c1C(c1ccc(Br)cc1)N(Cc1ccccc1)C2=O (centres undefined) the results were GalR3 antagonist -5.
COc1ccc(S(=O)(=O)N2CCN(C(=O)c3ccc(COc4ccccc4)o3)CC2)cc1 was read as GalR3 antagonist -6.
O=C1[C@@H]2[C@@H](CN3CN(c4ccccc4)N=C(c4ccccc4)[C@@]23c2ccccc2)C(=O)N1c1ccccc1 was read as GalR3 antagonist -3.
CCCCc1c(O)nc(SCC(=O)Nc2ccc(OC)cc2)n(-c2ccc(C)c(C)c2)c1=O was read as GalR3 antagonist -5.
CCOc1ccc2nc(SCC(=O)N(CC(C)C)c3c(N)n(CC(C)C)c(=O)[nH]c3=O)[nH]c2c1 was read as GalR3 antagonist -3.
COc1ccc(CNc2cccnc2)c(OC)c1OC was read as GalR3 antagonist -7.
For Cc1ccc(C(=O)NCCN2CCC(n3c(=O)[nH]c4ccccc43)CC2)cc1 the results were GalR3 antagonist -7.
For COc1cccc(OCc2cc(C(=O)N(C)C3CCCCC3)no2)c1 the results were GalR3 antagonist -6.
For COc1cccc(Cn2c3ccc(NC(=O)CCc4ccc(F)cc4)cc3c(=O)n2C)c1 the results were GalR3 antagonist -4.
Screening CC(C)c1ccc(Nc2ncc3c(n2)CCN(C(=O)NC2CCCCC2)C3)cc1 returned GalR3 antagonist -4.
CNc1ncnc2c1ncn2[C@H]1CN(Cc2ccccc2)C[C@@H](CO)O1 was read as GalR3 antagonist -6.
Screening Nc1[nH]c(C(=O)c2ccccc2)c(-c2ccccc2Cl)c1C(=O)c1ccccc1 returned GalR3 antagonist -5.
COc1ccc2c(c1)[C@H]1[C@H](CO2)[C@H](c2ccccc2)[C@@]2(C)C(=O)N[C@H](C)C(=O)N12 was read as GalR3 antagonist -7.
`CN1C[C@@H]2[C@@H]3C(=O)N(Cc4ccccc4)C(=O)[C@@H]3[C@](Cc3ccccc3)(C1=O)N2C(=O)c1ccc(C(C)(C)C)cc1` gave GalR3 antagonist -8.
Screening CCOC1=C2CN(S(=O)(=O)c3ccc(Cl)cc3)[C@H](c3ccccc3)C[C@@H]2N(S(=O)(=O)c2ccc(C)cc2)[C@H](c2ccccc2)C1 returned GalR3 antagonist -7.
COc1ccc(-c2cc3nc(NCc4ccc(NC(C)=O)cc4)n(C)c(=O)c3s2)cc1OC was read as GalR3 antagonist -3.
CCOC(=O)C1=CCN(S(=O)(=O)c2ccc(C)cc2)C1c1cccc(F)c1 (centres undefined) was read as GalR3 antagonist -8.
Cc1c(C(=O)NCc2ccc(C(F)(F)F)cc2)sc(=O)n1Cc1ccc(S(=O)(=O)N(C)C)cc1 was read as GalR3 antagonist -8.
CCCCn1nnnc1C(c1ccccc1)N1CCN(c2ncccn2)CC1 (centres undefined) was read as GalR3 antagonist -8.
Screening Cc1csc(=O)n1CCC(=O)OCC(=O)Nc1ccc(N2CCOCC2)cc1 returned GalR3 antagonist -5.
Screening CN1OC[C@@H]2CN(C(=S)NCCc3ccccc3)[C@H](c3ccc(-n4ccnc4)cc3)C[C@@H]21 returned GalR3 antagonist -7.
Screening COC(=O)[C@]12CCCCC=C1N(Cc1ccc3c(c1)OCO3)C(=O)[C@H](CC(=O)NCc1cccc3ccccc13)C2 returned GalR3 antagonist -1.
COc1cccc(NC(=O)CN(C)C(=O)c2cc(CN3C(=O)c4ccccc4C3=O)ccc2OC)c1 was read as GalR3 antagonist -3.
Screening COC(=O)c1cn(CC(C)n2c(=O)c3ccccc3n2Cc2cc(C(C)C)no2)nn1 (centres undefined) returned GalR3 antagonist -3.
For O=C(NCc1cccnc1)C(=O)NCC1OCCCN1S(=O)(=O)c1cc(F)ccc1F (centres undefined) the results were GalR3 antagonist -6.
CC1(C(=O)NC2CCCC2)CCC(=O)N1CCOc1ccccc1 (centres undefined) was read as GalR3 antagonist 0.
COCCCN1C(=O)C(CC(=O)NCC2CCCCC2)CC(C(=O)N(C)C)=C1C (centres undefined) was read as GalR3 antagonist -6.
`O=C(COC(=O)c1cccc(S(=O)(=O)N2CCCC2)c1)Nc1ccc(Cl)cc1` gave GalR3 antagonist -4.
COCc1cccc(-c2csc(C(O)c3ccc(OC)cc3)n2)c1 (centres undefined) was read as GalR3 antagonist 4.
CCOC(=O)c1c[nH]c2ccc([N+](=O)[O-])cc12 was read as GalR3 antagonist -4.
Screening CCCCn1c(N)c(N(CCOC)C(=O)c2cc(S(=O)(=O)N3CCOCC3)ccc2Cl)c(=O)[nH]c1=O returned GalR3 antagonist -5.
Screening Cc1nc(-c2ccccc2)sc1C(=O)NS(=O)(=O)c1ccc(CN2CCN(c3ccccc3)CC2)cc1 returned GalR3 antagonist -4.
CCNC(=O)C1(C)CCCN(Cc2ccc3ccccc3c2Br)C1 (centres undefined) was read as GalR3 antagonist -8.
Screening Nc1c(N(CCO)C(=O)c2ccccc2OCc2ccccc2Cl)c(=O)[nH]c(=O)n1Cc1ccccc1 returned GalR3 antagonist -1.
`NC(=S)NN=C1c2ccccc2-c2c(F)c(F)c(F)c(F)c21` gave GalR3 antagonist 1.
Screening O=C(N[C@@H]1c2ccccc2CC[C@@H]1OCc1ccccc1)c1ccc(-c2ccccc2)cc1 returned GalR3 antagonist -4.
`CC(C)CN(C(=O)Cn1c(C(F)(F)F)nc2ccccc21)c1c(N)n(Cc2ccccc2)c(=O)[nH]c1=O` gave GalR3 antagonist -5.
Screening O=C(c1[nH]c(C(F)(F)F)nc1-c1ccccc1)N1CCN(CCN2CCOCC2)CC1 returned GalR3 antagonist -6.
Screening C[C@@H]1COc2cccc(N3CCC[C@@H]3CO)c2S(=O)(=O)N1 returned GalR3 antagonist -5.
CC(C)(C)NC(=O)C1C(c2ccc(C(F)(F)F)cc2)=Nc2ccccc2N1C(=O)c1cccc(C(F)(F)F)c1 (centres undefined) was read as GalR3 antagonist -8.
For Cn1c(=NC(=O)CS(=O)(=O)c2ccccc2)sc2cc(F)ccc21 the results were GalR3 antagonist -6.
`CNc1nc(Nc2ccc(C)cc2C)c2sccc2n1` gave GalR3 antagonist -5.
For Nc1sccc1C(=O)N1CCN(c2ccccc2)CC1 the results were GalR3 antagonist -2.
Screening c1ccc(Cn2ccnc2C2OCCO2)cc1 returned GalR3 antagonist 3.
Cc1ccc(NC(=O)COC(=O)C2(C)CC2(Cl)Cl)cc1S(=O)(=O)N1CCOCC1 (centres undefined) was read as GalR3 antagonist -5.
CC(=O)Nc1cnc(-c2ccc(O)cc2C)cn1 was read as GalR3 antagonist -2.
`C=CCN=C1NC(c2cccc(C(F)(F)F)c2)C(C(=O)OC)=C(C)N1C` (centres undefined) gave GalR3 antagonist -7.
For Cc1ccc(F)c(S(=O)(=O)NC(=O)C2(C)CCN2C(=O)Cc2cccc3ccccc23)c1 (centres undefined) the results were GalR3 antagonist -5.
Screening Cc1ccc([C@H]2C[C@H](n3cc(-c4ccc(F)cc4)nn3)[C@@H](O)CN2C(=O)c2cccs2)cc1 returned GalR3 antagonist -2.
Screening CC1=C(C(=O)N(C(C)C)C(C)C)CC(CC(=O)NCCc2ccccn2)C(=O)N1CCC1=CCCCC1 (centres undefined) returned GalR3 antagonist -6.
For CSc1ccc(C(O)c2ncc(-c3ccccc3Cl)[nH]2)cc1 (centres undefined) the results were GalR3 antagonist -4.
`Cc1cc2c(c(=O)o1)[C@@]1(C(=O)N(C)c3ccc([N+](=O)[O-])cc31)C1=C(CCCC1=O)O2` gave GalR3 antagonist -2.
`CN1CCC(N(C)C(=O)/C(C#N)=C\c2ccc(OC(F)F)cc2)CC1` gave GalR3 antagonist -7.
Screening CCOc1ccc(S(=O)(=O)N2CCN(C3CC(=O)N(c4cccc(C(C)=O)c4)C3=O)CC2)cc1 (centres undefined) returned GalR3 antagonist -8.
Screening O=C(CCc1c[nH]c2ccccc12)N1CCN(S(=O)(=O)c2ccc([N+](=O)[O-])cc2)CC1 returned GalR3 antagonist -6.
Screening COc1ccccc1-c1ccc2c(c1)C(C)(Cc1ccc(OC(F)(F)F)cc1)C(=O)N2 (centres undefined) returned GalR3 antagonist -6.
Screening CC(C)CC(N)c1csc(NC(=O)Nc2ccccc2C(C)(C)C)n1 (centres undefined) returned GalR3 antagonist -8.
For Brc1ccc2nc(-c3ccccc3)c(Cc3ccsc3)n2c1 the results were GalR3 antagonist -1.
For O=C1NC[C@H](CCCCN2CCN(CCc3ccccc3)C(=O)C2=O)N(Cc2ccccc2)C1=O the results were GalR3 antagonist 4.
C[C@H]1CN(S(=O)(=O)C(C)(C)C)[C@H](CCO)/C1=C\CCO was read as GalR3 antagonist -3.
Fc1ccc(-c2nc3c4ccccc4ccn3c2Cc2ccsc2)cc1 was read as GalR3 antagonist -3.
CC1=C(C(=O)N(C)C)CC(CC(=O)NCCc2ccccn2)C(=O)N1CCCN1CCCC1=O (centres undefined) was read as GalR3 antagonist -5.
Cc1ccc(C(=O)N2[C@@H]3CN(C)C(=O)[C@@]2(Cc2ccccc2)[C@H]2C(=O)N(C)C(=O)[C@@H]32)cc1 was read as GalR3 antagonist -9.
Cc1cccc(C)c1NC(=O)C1(C)CSCC(=O)N1C1CCN(Cc2ccccc2)CC1 (centres undefined) was read as GalR3 antagonist -8.
COc1ccc(NC(=O)C2Cc3c(-c4ccccc4Oc4ccccc4)ccnc3O2)cc1OC (centres undefined) was read as GalR3 antagonist -7.
For O=C1CC(c2ccccc2)=NO1 the results were GalR3 antagonist -4.
`O=C(COC(=O)Cc1c[nH]c2ccccc12)Nc1cccc(Br)c1` gave GalR3 antagonist -9.
`C#CCN(CC(=O)OCC)S(=O)(=O)CCNC1CC1` gave GalR3 antagonist -7.
For CC(C)C[C@@H](CN1CCC[C@@H]1CN1C(=O)C(=O)NC[C@@H]1Cc1ccccc1)N1C[C@H](Cc2ccccc2)N(CC2CCCCC2)C(=O)C1=O the results were GalR3 antagonist -8.
`COc1ccc2nc(SC(C)C(=O)NCC(=O)Nc3ccc(F)c(F)c3F)[nH]c2c1` (centres undefined) gave GalR3 antagonist -2.
CC1(C(=O)NS(=O)(=O)c2ccc(C#N)cc2)CCN1C(=O)Cc1cc(F)ccc1F (centres undefined) was read as GalR3 antagonist -4.
`COc1ccccc1CCn1cnc(-c2ccc(Br)cc2)c1C(C)C` gave GalR3 antagonist -9.
Screening COc1ccc(NS(=O)(=O)c2cccc(C(=O)N/N=C(\C)c3cccnc3)c2)cc1 returned GalR3 antagonist -4.
For O=[N+]([O-])c1ccc(NN=Cc2ccc3c(c2)OCO3)nc1 the results were GalR3 antagonist -4.
C[C@@H]1CCCCO[C@@H](CN(C)Cc2ccccc2)[C@@H](C)CN([C@H](C)CO)C(=O)c2cc(N(C)C)ccc2O1 was read as GalR3 antagonist -4.
CC(C)N1CCCC(C)(C(=O)Nc2ccc3c(c2)OCO3)C1 (centres undefined) was read as GalR3 antagonist -6.
Screening COc1cc(NC(=O)c2cc(-c3ccc(F)cc3OC(C)C)n[nH]2)cc(OC)c1OC returned GalR3 antagonist -6.
CCn1c(SCC(=O)N2CCC(C)CC2)nc2c([nH]c3ccccc32)c1=O was read as GalR3 antagonist -4.
O=C(Nc1cccc(Cl)c1)ON1CCCCC1 was read as GalR3 antagonist -5.
For O=S1(=O)C[C@@H](N2CCN(c3ccccc3)CC2)[C@H](COCc2ccccc2)N1 the results were GalR3 antagonist -6.
`ON=Cc1ccnc2ccccc12` gave GalR3 antagonist -3.
For O=C(/C=C/[C@H]1O[C@@H](n2ccc(=O)[nH]c2=O)[C@H](O)[C@@H]1O)NCC1CCCO1 (some centres undefined) the results were GalR3 antagonist -6.
For C[C@H]1CN([C@@H](C)CO)C(=O)CCCn2cc(nn2)CO[C@@H]1CN(C)S(=O)(=O)c1cccs1 the results were GalR3 antagonist 0.
Screening CCc1nc2c(OCC3COc4ccccc4O3)cccn2c1N(C)C(=O)c1cccs1 (centres undefined) returned GalR3 antagonist -9.
For CC1(C(=O)O)CCCN1C(=O)c1ccccc1OC(F)(F)F (centres undefined) the results were GalR3 antagonist -5.
O=C(NCCCN1CCCC1)c1[nH]c(C(F)(F)F)nc1-c1ccccc1 was read as GalR3 antagonist -4.
`CC(C)N1CCCC(C)(C(=O)Nc2nccc3ccccc23)C1` (centres undefined) gave GalR3 antagonist -5.
For O=C(NCc1cccnc1)c1[nH]c(C(F)(F)F)nc1-c1ccccc1 the results were GalR3 antagonist -6.
`CC(C)(C)NC(=O)C(c1ccc(C(F)(F)F)cc1)n1c(=O)c(-c2ccccc2)nc2ccccc21` (centres undefined) gave GalR3 antagonist -6.
For CCCCN(C=O)c1c(CC)nc2c(OCCOc3ccc(F)cc3)cccn12 the results were GalR3 antagonist -3.

In the list so far, these have an aryl thioether with sulfur outside any ring.
CC(Sc1nnc(Cc2cccs2)n1C1CC1)C(=O)NC1CCS(=O)(=O)C1 (centres undefined) was read as GalR3 antagonist -4.
CCCCc1c(O)nc(SCC(=O)Nc2ccc(OC)cc2)n(-c2ccc(C)c(C)c2)c1=O was read as GalR3 antagonist -5.
CCOc1ccc2nc(SCC(=O)N(CC(C)C)c3c(N)n(CC(C)C)c(=O)[nH]c3=O)[nH]c2c1 was read as GalR3 antagonist -3.
For CSc1ccc(C(O)c2ncc(-c3ccccc3Cl)[nH]2)cc1 (centres undefined) the results were GalR3 antagonist -4.
`COc1ccc2nc(SC(C)C(=O)NCC(=O)Nc3ccc(F)c(F)c3F)[nH]c2c1` (centres undefined) gave GalR3 antagonist -2.
CCn1c(SCC(=O)N2CCC(C)CC2)nc2c([nH]c3ccccc32)c1=O was read as GalR3 antagonist -4.
